Screening data (PubChem)
S1P2 agonist: S1P2 receptor agonists, primary screen, cell-based. Sphingosine 1-phosphate receptor 2 (Homo sapiens), O95136. S1P2-expressing cell line, agonist reporter read-out. activation, % at 4.5 µM. 97,000 tested, 0.46% active. AID 729, 2007; in the data active = activation above about 16%;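 also: 0% = vehicle low control and 100% = maximal reference agonist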
Target sequence (O95136 whole entry, looked up): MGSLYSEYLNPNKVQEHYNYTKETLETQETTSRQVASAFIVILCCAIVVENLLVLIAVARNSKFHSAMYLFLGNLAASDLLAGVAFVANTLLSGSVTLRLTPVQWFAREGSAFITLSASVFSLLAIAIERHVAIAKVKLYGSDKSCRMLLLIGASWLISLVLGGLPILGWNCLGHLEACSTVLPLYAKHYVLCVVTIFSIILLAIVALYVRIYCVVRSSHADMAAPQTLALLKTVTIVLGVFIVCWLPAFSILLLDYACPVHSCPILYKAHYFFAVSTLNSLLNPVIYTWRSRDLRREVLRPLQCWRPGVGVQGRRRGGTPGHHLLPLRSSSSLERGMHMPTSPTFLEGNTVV
Lung fibro prol: antiproliferative effect on LL 47 fibroblasts – human, LL 47 cells, CellTiter-Glo luminescence, primary screen; LL 47 human lung fibroblast viability, ATP luminescence; stronger effect = lower value; 85,000 tested, 1.1% active; viability, % at 10 µM; AID 719, 2007;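 active = viability at or below 50% in the single dose screen; inactive = viability above 50%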;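 also: compound exposure lasted 72 h before the ATP readout; 100% = median luminescence of untreated cell-only wells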
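Test system: LL 47 human lung fibroblasts / Incubation: 72 h compound exposure at 37 °C after overnight plating / Technique: luminescent ATP detection, CellTiter-Glo / Compound dosing: 0.1% DMSO in all compound wells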
DAT uptake mod: changed hDAT dopamine uptake under cocaine IC80, either direction, primary screen, cocaine antagonist project, cell-based, LLC-PK1 hDAT, [14C]-dopamine uptake, MLSMR | 110,000 tested, 1.3% active | B-score at 10 µM | LLC-PK1 hDAT cells, [14C]-dopamine uptake with cocaine IC80; actives deviate in either direction | Sodium-dependent dopamine transporter (Homo sapiens), Q01959 | AID 449768, 2010;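 active = Z score or B-score, a plate-position-corrected score, falls beyond the plate's 99.7% confidence bounds, in either direction; inactive = both scores lie inside the 99.7% bounds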;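 also: scored against the spread of the other compound wells on the same plate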
Target sequence (Q01959 whole entry, looked up): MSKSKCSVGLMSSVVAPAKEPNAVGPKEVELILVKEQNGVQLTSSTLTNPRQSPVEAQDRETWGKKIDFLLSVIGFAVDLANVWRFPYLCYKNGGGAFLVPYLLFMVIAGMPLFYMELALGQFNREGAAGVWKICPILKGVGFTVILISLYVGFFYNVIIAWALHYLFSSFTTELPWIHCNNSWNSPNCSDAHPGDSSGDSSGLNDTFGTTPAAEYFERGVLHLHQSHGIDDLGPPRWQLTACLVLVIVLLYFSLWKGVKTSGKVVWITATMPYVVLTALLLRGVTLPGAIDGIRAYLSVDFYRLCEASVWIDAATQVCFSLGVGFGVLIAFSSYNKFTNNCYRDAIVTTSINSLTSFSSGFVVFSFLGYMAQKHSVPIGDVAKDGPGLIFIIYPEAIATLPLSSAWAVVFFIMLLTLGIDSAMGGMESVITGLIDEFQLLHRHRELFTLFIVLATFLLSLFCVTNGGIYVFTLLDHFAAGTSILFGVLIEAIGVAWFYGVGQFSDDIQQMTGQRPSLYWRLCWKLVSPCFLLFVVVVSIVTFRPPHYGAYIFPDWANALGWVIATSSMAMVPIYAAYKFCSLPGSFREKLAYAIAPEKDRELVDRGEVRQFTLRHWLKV
H69AR inhibit: proliferation blockers of H69AR lung cancer cells, primary screen, cell-based, human, 86K library | 85,000 tested, 6% active | H69AR lung tumor viability, ATP luminescence, 72 h; stronger effect = lower value | viability, % at 10 µM;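 active = viability at or below 40%; inactive = viability above 40%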;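 also: multidrug resistant small cell line overexpressing MRP-1 efflux transporter; 100% = mean luminescence of untreated control wells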
Ecoli WT expand: growth inhibitors of wild-type E. coli, primary screen, strain BW25113, expanded library, OD600 | 98,000 tested, 0.15% active | growth inhibition, % at 100 µM | OD600 absorbance;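 active = growth inhibition above about 50% at one test dose, limit read from the data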;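 also: growth measured after 20 h incubation at 37 °C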
PostGolgi yeast: phenotypic screen on post-Golgi transport, primary screen | 98,000 tested, 0.9% active | AID 739, 2007 | inhibition, % at 10 µM | post-Golgi transport phenotypic cell assay;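 also: yeast cells grown in 1536-well plates; yeast grown about 18 h at 30C before absorbance read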
S1P2 blocker: human S1P2 receptor antagonists, primary screen, cell-based; 97,000 tested, 0.21% active; cell-based S1P2 antagonist assay, inhibition at 5 uM; inhibition, % at 5 µM; Sphingosine 1-phosphate receptor 2 (Homo sapiens), O95136; in the data active = inhibition above about 45%;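 also: CRE beta-lactamase reporter cells expressing human S1P2 stimulated with S1P; 0% = agonist at EC80 alone and 100% = agonist plus reference antagonist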
HUVEC prolif 384: inhibitors of HUVEC proliferation, primary screen, cell-based, 384-well; CellTiter-Glo luminescence, 72 h; stronger effect = lower value; viability, % at 10 µM (by protocol); 86,000 tested, 1.1% active; AID 648, 2007;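 active = viability at or below 30%; inactive = viability above 30%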;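 also: 100% = median luminescence of DMSO-only cell control wells on each plate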
PostGolgi ctrl: growth inhibition of yeast control strain, primary screen, counter-screen for post-Golgi transport modulator project; inhibition, % at 10 µM; 98,000 tested, 5% active; efflux-deficient yeast background strain, growth absorbance A615, 16 h
* marks the source's active call; other numbers are inactive results; . = no result given. Rule as the data show it, unless noted: active = inhibition above about 30%; inactive = the rest.

SMILES	S1P2 agonist	Lung fibro prol	DAT uptake mod	H69AR inhibit	Ecoli WT expand	PostGolgi yeast	S1P2 blocker	HUVEC prolif 384	PostGolgi ctrl
CCN(CC)c1ccc(NC(=O)c2cccc(C)c2OC)c(C)c1	-7	90	-0.057	83	11	-1	8	106	12
CCCc1cc(=O)[nH]c(SCC(=O)Nc2ccc(OC(F)F)cc2)n1	-5	91	0.0018	99	-14	6	17	107	-12
Cc1ccc2c(c1)c1c(n2CC(O)CNC(C)(C)C)CCCC1 (configuration not stated)	-3	.	-0.91	.	8	-7	10	.	1
CCSc1cc(C)nc2c(-c3ccc(Cl)cc3)c(C)nn12	8	90	-1.2	67	-4	3	-29	103	14
COc1ccccc1N1CCN(C(=O)c2ccc(CN3CCc4ccccc4C3)cc2)CC1	-3	.	0.85	.	0	11	-3	.	-2
Cc1c(CCO)c(=O)n(C)n1C(=O)c1ccc(F)cc1	-6	.	-0.67	.	10	18	9	.	-4
CCCC(=O)Nc1sc2c(c1C#N)CCCC2	-4	95	-0.1	84	-1	8	4	99	9
O=c1c2cc(-c3ccccc3)sc2ncn1-n1cccc1	-3	112	-1.2	80	-7	15	-3	104	5
CC(OC(=O)CCc1nc2ccccc2[nH]c1=O)C(=O)c1ccccc1 (configuration not stated)	-3	104	0.092	97	-1	3	-10	105	-3
O=C(Cn1c(=O)sc2ccccc21)N1CCOCC1	-6	107	0.015	93	-3	6	15	97	-1
COc1ccc(OC)c(NC(=O)CCN2CCN(c3ccccc3)CC2)c1	.	92	0.02	75	-3	-8	.	93	1
CCOc1ccc(S(=O)(=O)n2cc(-c3ccccc3)c(N)n2)cc1	-8	102	0.2	103	-11	7	-4	88	3
COc1ccc(Cn2c(CCC(=O)Nc3ccc(C)c(C)c3)nc3cccnc32)cc1	0	105	-0.31	37*	-8	-9	-14	84	18
CCCCCC1CC(CC(=O)NC(=S)Nc2ccc([N+](=O)[O-])cc2)C(=O)O1 (configuration not stated)	-2	89	1.1	46	.	.	-14	51	.
Cc1snc(S(=O)(=O)/C(C#N)=N\Nc2ccccc2)c1C#N	-3	95	0.16	91	1	15	-37	92	-3
CC(C)n1c(CNC(=O)c2ccccc2)nc2ccccc21	.	93	0.19	89	-2	-9	.	95	7
Cc1ccc(S(=O)(=O)N(Cc2ccccc2)c2ccccc2C(=O)NCc2ccco2)cc1	-1	.	0.78	.	-16	-1	-14	.	26
CCCc1nnc(NC(=O)CN2C(=O)c3ccccc3S2(=O)=O)s1	-4	.	-0.75	.	2	1	6	.	0
COC(=O)C1=C(C)N=C2SCCC(=O)N2C1c1ccc(OC(=O)c2ccco2)cc1 (configuration not stated)	-4	97	-0.88	92	.	.	7	99	.
COc1ccc(N2C(=O)CC(N3CCN(c4nc5ccccc5s4)CC3)C2=O)cc1 (configuration not stated)	-3	97	-1.5	98	-1	15	-11	95	13
Cc1nnc(SCC(=O)NCc2ccccc2)s1	-6	91	-0.61	96	3	18	-13	102	-1
O=C(CC(Nc1ccc(F)cc1)C(=O)O)c1ccccc1 (configuration not stated)	2	108	0.33	96	5	4	1	99	1
CCS(=O)(=O)n1nc(NCc2cccc(OC)c2)nc1NCc1cccc(OC)c1	-5	103	0.75	.	-17	2	-4	85	1
COc1ccc(C(=O)NC(=S)N(Cc2ccccc2)Cc2ccccc2)cc1	1	.	-0.033	.	-3	-10	-10	.	17
Cc1cc(/C=N/n2cnnc2)c(C)n1-c1ccc(C(=O)O)cc1	0	.	-0.9	93	6	0	3	80	3
O=C(CN1CCOCC1)N(c1ccccc1)c1ccc2ccccc2c1	-14	114	-0.49	88	1	28	14	93	12
CCOc1ccc(NC(=O)CCSc2nnc(C)s2)cc1	-6	99	0.77	96	29	13	6	102	-1
O=C(Cc1ccc(-n2cnnn2)cc1)NC12CC3CC(CC(C3)C1)C2	-7	80	-0.98	95	1	6	-5	98	7
Cn1nnc2sc3c(c2c1=O)CCCC3	-2	102	1.1	89	2	-10	6	110	-15
CC(=O)c1c(C)[nH]c(C(=O)CSc2nnc(-c3ccc(Cl)cc3)n2CC2CCCO2)c1C (configuration not stated)	1	.	0.27	.	-1	-7	-18	.	5
CC1=CC2=NC(=O)CC(C)(C(=O)N(CC(=O)NC(C)(C)C)C3CCCC3)N2C=C1 (configuration not stated)	1	.	0.15	.	1	-13	-7	.	2
Cc1nc(NC(=O)CSc2nnnn2Cc2ccccc2)sc1C	-5	94	0	83	0	-5	-33	78	-1
CCc1nc(SCC(=O)NCc2ccc(F)cc2)c2c(=O)n(C)c(=O)n(C)c2n1	-3	104	.	86	3	11	12	83	6
Cc1ccc2cccc(SCC(=O)NCc3ccco3)c2n1	.	98	-1.2	108	0	3	.	103	14
O=C(Nc1nc2ccccc2[nH]1)c1ccc(Cl)c(S(=O)(=O)N2CCCC2)c1	-4	73	0.34	12*	-6	-5	-3	75	19
COC(=O)c1sccc1-c1ccc(/C=N/OC(=O)c2ccccc2)o1	-9	.	-0.14	.	-11	4	6	.	16
CCOC(=O)Cc1cc(-c2ccc(O)cc2)nc2ccc3ccccc3c12	-8	.	0.31	.	-13	4	-13	.	10
CCOC(=O)c1cnc(SC2CC(=O)N(c3ccc(OC)c(OC)c3)C2=O)nc1N (configuration not stated)	0	100	-0.52	93	-4	3	-27	101	18
O=C(CNC(=O)c1ccc(Br)o1)Nc1cccc(-c2cnc3ccccc3n2)c1	-7	98	-0.16	25*	-3	-3	-9	83	3
Cc1cc(C)n(CCCNC(=O)c2ccc(S(=O)(=O)NCc3ccco3)cc2)n1	-7	88	0.54	92	0	-7	0	93	5
CCOC(=O)C1CCN(c2ncnc3c2oc2ccccc23)CC1	-5	104	0.81	84	4	0	2	105	18
CCOC(=O)c1ccc(NC(=O)CSc2nnc(COc3ccccc3OC)n2C)cc1	-2	100	-0.7	89	-4	1	7	90	13
CN(C)c1nc(Oc2ccc(=O)n(C)n2)nc(N2CCOCC2)n1	-10	103	0.41	82	-3	5	-3	106	4
O=C1Nc2ccc(S(=O)(=O)N3CCCC3C(=O)O)c3cccc1c23 (configuration not stated)	-1	98	-0.43	91	-2	-1	5	89	12
CN1CCCN(Cc2ccc(Cl)cc2Cl)CC1	-4	98	-0.34	69	0	-4	0	95	8
CCOC(=O)c1nnn(CC(=O)N2N=C(c3ccc(Cl)cc3)CC2c2ccccc2)c1C(=O)OCC (configuration not stated)	-2	68	1.2	19*	.	.	3	75	.
CCC(Sc1nc(=O)cc(N)n1CCc1ccccc1)C(=O)Nc1cc(C)on1 (configuration not stated)	-9	.	-0.72	.	-1	0	8	.	1
C=CCC(=O)OCC(=O)Nc1ccc(Cl)cn1	-2	99	0.37	95	0	4	-6	84	13
COc1cc(NC(=O)C2CCCN2S(=O)(=O)c2ccc3c(c2)CCC(=O)N3)cc(OC)c1 (configuration not stated)	-7	91	1.3	77	6	-5	12	86	27
N#Cc1c(N)c(C(=O)c2ccccc2)n2c1CCC2	-5	98	0.18	97	6	2	21	93	-4
COC(=O)[C@H](CC(C)C)NC(=O)NC1CCCc2ccccc21 (some centres not stated)	-2	95	-0.21	92	-7	-1	20	89	5
O=C(CCc1ccc(S(=O)(=O)NCCc2ccccc2)cc1)NCc1ccco1	-2	98	-0.7	92	.	.	-3	74	.
CCOC(=O)c1c(Nc2nc(C)c(C(=O)NC)s2)sc(C)c1C	-4	77	0.66	79	3	-1	-29	69	-7
Brc1cnc(N2CCCC2)nc1N1CCCCC1	-2	88	-1.1	91	7	13	4	87	-3
Cn1c(CCN2CCOCC2)nc2cc(NC(=O)COc3ccccc3)ccc21	-2	113	0.19	76	4	0	13	102	4
CN(C)S(=O)(=O)c1cccc(N=c2scc(-c3ccc4c(c3)NC(=O)CO4)n2CC2CCCO2)c1 (configuration not stated)	-1	93	.	34*	-9	-7	-3	64	22
COc1cc(Cl)c(C)cc1NC(=O)CSCC#N	-9	103	-2.1	78	.	.	6	90	.
Cc1nnc(SCC2CCCO2)n1-c1ccccc1 (configuration not stated)	.	97	-0.32	90	-1	-5	.	88	0
CN(CC(O)COCc1cccs1)C1CCCCC1 (configuration not stated)	-10	104	0.76	97	6	3	23	107	-2
O=C(O)C1CCCN1C(=O)Nc1ccc(F)cc1 (configuration not stated)	-5	95	0.61	89	1	10	-1	98	-3
CN(C)c1ccc(-c2nn3c(-c4ccccc4Cl)nnc3s2)cc1	-4	54	-0.084	30*	-17	2	-30	35	10

In another format: results already given.
| canonical_smiles | S1P2 agonist | Lung fibro prol | DAT uptake mod | H69AR inhibit | Ecoli WT expand | PostGolgi yeast | S1P2 blocker | HUVEC prolif 384 | PostGolgi ctrl |
| --- | --- | --- | --- | --- | --- | --- | --- | --- | --- |
| CCOC(=O)C1CCN(c2ncnc3c2oc2ccccc23)CC1 | -5 | 104 | 0.81 | 84 | 4 | 0 | 2 | 105 | 18 |
| CCOC(=O)c1ccc(NC(=O)CSc2nnc(COc3ccccc3OC)n2C)cc1 | -2 | 100 | -0.7 | 89 | -4 | 1 | 7 | 90 | 13 |
| CN(C)c1nc(Oc2ccc(=O)n(C)n2)nc(N2CCOCC2)n1 | -10 | 103 | 0.41 | 82 | -3 | 5 | -3 | 106 | 4 |
| O=C1Nc2ccc(S(=O)(=O)N3CCCC3C(=O)O)c3cccc1c23 (configuration not stated) | -1 | 98 | -0.43 | 91 | -2 | -1 | 5 | 89 | 12 |
| CN1CCCN(Cc2ccc(Cl)cc2Cl)CC1 | -4 | 98 | -0.34 | 69 | 0 | -4 | 0 | 95 | 8 |
| CCOC(=O)c1nnn(CC(=O)N2N=C(c3ccc(Cl)cc3)CC2c2ccccc2)c1C(=O)OCC (configuration not stated) | -2 | 68 | 1.2 | 19* | . | . | 3 | 75 | . |
| CCC(Sc1nc(=O)cc(N)n1CCc1ccccc1)C(=O)Nc1cc(C)on1 (configuration not stated) | -9 | . | -0.72 | . | -1 | 0 | 8 | . | 1 |
| C=CCC(=O)OCC(=O)Nc1ccc(Cl)cn1 | -2 | 99 | 0.37 | 95 | 0 | 4 | -6 | 84 | 13 |
| COc1cc(NC(=O)C2CCCN2S(=O)(=O)c2ccc3c(c2)CCC(=O)N3)cc(OC)c1 (configuration not stated) | -7 | 91 | 1.3 | 77 | 6 | -5 | 12 | 86 | 27 |
| N#Cc1c(N)c(C(=O)c2ccccc2)n2c1CCC2 | -5 | 98 | 0.18 | 97 | 6 | 2 | 21 | 93 | -4 |
| COC(=O)[C@H](CC(C)C)NC(=O)NC1CCCc2ccccc21 (some centres not stated) | -2 | 95 | -0.21 | 92 | -7 | -1 | 20 | 89 | 5 |
| O=C(CCc1ccc(S(=O)(=O)NCCc2ccccc2)cc1)NCc1ccco1 | -2 | 98 | -0.7 | 92 | . | . | -3 | 74 | . |
| CCOC(=O)c1c(Nc2nc(C)c(C(=O)NC)s2)sc(C)c1C | -4 | 77 | 0.66 | 79 | 3 | -1 | -29 | 69 | -7 |
